OX1R antag-1: OX1R (HCRTR1) antagonists, primary screen, fluorescence, CHO/OX1R cells, Fluo-8 calcium, orexin A; Orexin/Hypocretin receptor type 1 (Homo sapiens), O43613; Fluo-8 calcium fluorescence; inhibition, % at 5 µM; hit rate 0.43% among 330,000; AID 434989, 2010;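 active means inhibition above its plate's threshold, mean inhibition of all tested compounds on the plate plus 3 SD, cut at about 37% in these data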;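 further: 0% = orexin A challenge wells and 100% = SB-334867-A antagonist wells; not every result past the cut was called active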
Target sequence (O43613 whole entry, looked up): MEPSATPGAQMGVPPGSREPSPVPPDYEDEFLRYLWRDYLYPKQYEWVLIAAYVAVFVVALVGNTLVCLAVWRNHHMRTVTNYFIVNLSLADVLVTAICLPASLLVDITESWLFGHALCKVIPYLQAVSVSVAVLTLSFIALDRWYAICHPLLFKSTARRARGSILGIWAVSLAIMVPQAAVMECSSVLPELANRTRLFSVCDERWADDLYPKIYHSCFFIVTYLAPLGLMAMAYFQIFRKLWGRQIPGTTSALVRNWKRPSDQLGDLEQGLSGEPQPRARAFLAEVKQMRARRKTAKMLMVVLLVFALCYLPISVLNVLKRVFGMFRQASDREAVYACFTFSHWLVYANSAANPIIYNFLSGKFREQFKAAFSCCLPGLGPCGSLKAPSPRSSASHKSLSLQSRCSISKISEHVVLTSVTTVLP
OX1R antag-2: antagonists of human orexin 1 receptor (OX1R). Orexin/Hypocretin receptor type 1 (Homo sapiens), O43613. OX1R-expressing cells, FRET antagonist read-out. inhibition, % at 6.6 µM. hit rate 1.8% among 330,000. AID 485270, 2010; in the data active means inhibition mostly above about 38%, no sharp cut-off; inactive means mostly below about 40%;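 further: 0% = agonist challenge alone and 100% = reference antagonist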
* marks the source's active call; other numbers are inactive results; & = joins results of further samples.

SMILES | OX1R antag-1 | OX1R antag-2
COc1ccc(NC(=O)CSc2nnc(NC(=O)c3ccc(S(=O)(=O)N4CCOCC4)cc3)s2)cc1 | 8.6 | 30.8
COc1cccc(C2CCCN2Cc2nc(-c3cnccn3)no2)c1 (centres undefined) | -11.4 | 25.1
Cc1ccc2cc(-c3noc(C(C)(C)C)n3)c(=O)[nH]c2c1 | -8.7 | 7.0
O=C(CN1C(=O)NC2(CCOc3ccccc32)C1=O)Nc1cccc([N+](=O)[O-])c1 (centres undefined) | -5.0 | 7.3
COc1ccc(/C=C/C(=O)Nc2cc(S(=O)(=O)N3CCOCC3)ccc2C)cc1OC | -8.8 | 31.0
CC1(N2CCCCC2)CC2(O)C(=[N+]1[O-])CCC/C2=N\O (centres undefined) | -20.3 | 6.3
COc1ccc(C2c3ccc4ccccc4c3Oc3ncn(CCCO)c(=N)c32)cc1OC (centres undefined) | -0.4 | 4.3
c1ccc2c(c1)cnc1ccccc12 | -25.1&-20.5 | 2.0&4.9
Cc1ccc(N2CC(C(=O)N3CCOCC3)CC2=O)cc1C (centres undefined) | -26.4 | 6.9
CCCCS(=O)(=O)/C=C/[C@H]1[C@H](S(=O)(=O)CCCC)[C@H]2C=C[C@@H]1C2 | -18.3 | 10.9
COc1ccc(S(=O)(=O)NNC(=O)c2cc3c4ccccc4n(C)c3s2)cc1 | 1.6 | 14.8
Cn1ncc(Cl)c1C(=O)N/N=C/c1cccc(OC2CSC2)c1 | -22.4 | 21.4
NC(=O)C1CCCN(C(=O)c2ccc3nc(Cc4cccc(Cl)c4)oc3c2)C1 (centres undefined) | -9.7 | 2.5
COCc1nnc(NC(=O)CCCOc2ccccc2)s1 | -27.9 | 8.2
O=C(O)c1ccc(COc2ccc(CO)cc2Cl)cc1 | -3.6 | 9.4
COc1ccc(OC)c(N(CC(=O)NCCSCc2ccco2)S(=O)(=O)c2ccc(OC)c(OC)c2)c1 | 7.1 | 31.4
Cc1ccc(/C=N/Nc2nc3ccccc3[nH]2)s1 | -32.3 | 18.4
CCOc1ccc(CN(C)C(=O)CNC(=O)c2cc(OC)c(OC)c(OC)c2)cc1 | -21.6 | 6.3
COc1ccccc1N1CCN(C(=O)c2cc3c(s2)-c2ccccc2OC3)CC1 | -8.7 | 9.6
CCOC(=O)N1CCN(c2c(NCCN(C)Cc3ccccc3)c(=O)c2=O)CC1 | -14.7 | -3.1
Oc1c(C(c2ccc(F)cc2)N2CCc3ccccc3C2)sc2ncnn12 (centres undefined) | -13.7 | 6.8
CCc1nc(-c2cc3ccc(C)cc3[nH]c2=O)no1 | -15.0 | 11.4
COc1ccc(-c2csc(/C(C#N)=C\c3cccc([N+](=O)[O-])c3)n2)cc1 | 3.2 | 3.7
Cc1ccc2nc(-c3ccc(NS(C)(=O)=O)cc3)cc(-c3ccccc3)c2c1 | -47.3 | -2.6
CCOCCCNC(=O)C1(O)c2cc(Br)ccc2NC(=O)N1c1ccc(CC)cc1 (centres undefined) | -19.0 | 0.5
Fc1ccc(/C=N/n2c(C3CCCCC3)n[nH]c2=S)cc1 | -13.1 | -5.9
COc1ccc(Br)cc1CN(C)CC(=O)Nc1cc(Cl)ccc1Cl | -16.8 | 11.8
COc1ccccc1NC(=O)Nc1nnc(C(C)c2ccccc2)s1 (centres undefined) | -19.4 | 30.4
CN1C/C(=C/c2ccncc2)C(=O)/C(=C/c2ccncc2)C1 | -7.3 | 19.1
CCn1cnc2cc(NCc3ccc(OC)cc3)ccc21 | -1.4 | 7.3
CCOc1ccc(CCNC(=O)Cn2ncn3nc(-c4ccc(OC)cc4)cc3c2=O)cc1 | -17.3 | 14.6
Cc1ccc(NC(=O)c2ccc(=O)n(CC(=O)Nc3c(C)cc(C)cc3C)n2)cc1 | -9.7 | 2.2
Cc1cc(Cl)ccc1NC(=S)NCc1ccc(F)cc1 | 35.1 | 3.1
c1ccc(-c2cn(C[C@H]3CC[C@H](Cn4cc(-c5ccccn5)nn4)O3)nn2)nc1 | -21.9 | 31.6
O=C(Nc1ccc(-c2cnco2)cc1)c1ccc(Cl)cc1 | 2.7 | 10.6
Cc1ccc(S(=O)(=O)N2CCN(C(=O)CC3CCCC3)CC2)cc1 | -15.1 | 14.4
COc1ccc(C)cc1NC(=O)CN1C(=O)C(=O)N(C2CCCC2)C1=O | -32.7 | 9.2
CC1(C)C[C@@H](O)CC2(C1)C[C@]1(C)CC(O)[C@H]2C(C)(C)C1 (some centres undefined) | -17.4 | 3.0
CN(C)c1nnnn1-c1ccc(Cl)cc1 | -0.5 | -3.1
CC(OC(=O)CCN=C1NS(=O)(=O)c2ccccc21)C(=O)Nc1ccc(F)cc1 (centres undefined) | -13.8 | 18.6
CC(=O)Oc1cccc(NC(=O)c2cccc(C(=O)Nc3cccc(OC(C)=O)c3)c2)c1 | 51.8* | 3.0
O=C(N/N=C/C(Cl)=C\c1ccccc1)c1cnccn1 | -0.6 | 33.1
CC1=NN(C(=S)Nc2ccccc2)C(c2ccccc2)C1 (centres undefined) | -5.8 | 7.8
C=CCc1c(Cl)nc(C)nc1NCc1ccccc1 | -9.2 | 11.6
N#C/C(=C/c1ccc(Sc2nc3ccccc3[nH]2)o1)c1cccc(F)c1 | 6.7 | 58.8*
Cc1ccc(C)c(NC2=NCC(=O)N2c2ccc3c(c2)OCCO3)c1 | 1.1 | 14.5
Cc1ccc(CCN2CCN=C2N(C)C)cc1 | -1.4 | 8.5
Oc1ccccc1-c1nc2c3ccccc3c3ccccc3c2[nH]1 | -13.7 | 20.6
CC(C)(C)NC(=O)C(c1ccc(-c2ccccc2)cc1)N(C[C@H]1CC[C@@H]([C@@H]2CC[C@H](CO)O2)O1)C(=O)c1ccccc1F (some centres undefined) | -9.1 | 4.1
COc1cccc(C(=O)Nc2cccc(-c3ccccc3)c2)c1 | -15.7 | 23.4
N#CCSc1nc2c(cc1C#N)CCCCCC2 | -26.1 | 25.6
CCOC(=O)N1CCC(N2CCN(c3ccccc3)CC2)CC1 | 6.4 | 17.0
CC1CCCC(C)N1C(=O)c1ccccc1Nc1ccc(SC(F)F)cc1 (centres undefined) | -15.1 | 35.6
CNCCOc1ccccc1-c1ccccc1 | -3.9 | 5.4
CCOC(=O)N1CCC(N2C(=O)c3ccccc3C2Nc2cc(C)cc(C)c2)CC1 (centres undefined) | -34.6 | 21.6
Cc1ccc(NC(=S)N/C(=N/S(=O)(=O)c2ccccc2)c2ccccc2)cc1 | -11.7 | 6.2
C=CC(COCc1ccccc1)N(CC(=O)OC)S(=O)(=O)c1cc(Br)ccc1OC (centres undefined) | 31.8 | 20.4
Cc1cccc(N2CCN(C(=O)CCS(=O)(=O)c3ccc4c(c3)oc(=O)n4C)CC2)c1C | -2.7 | 20.1
CC1CCCC(NC(=O)c2nn(C)c3c2CS(=O)(=O)c2ccccc2-3)C1C (centres undefined) | -14.8 | 12.1
Cc1cc2cc3c(cc2nc1SCC(=O)O)CCC3 | -1.7 | 21.6
The listing continues.
SMILES | OX1R antag-1 | OX1R antag-2
C/C=C/C(=O)N1CC2(CC(c3cccc(NC(=O)CC)c3)=NO2)C[C@H]1C(N)=O (some centres undefined) | -6.6 | 22.5
CNC(=O)c1cc(Oc2ccc(NC(=O)Nc3ccc(Cl)c(C(F)(F)F)c3)cc2)ccn1 | 39.0 | 47.2*
CC(C)C(NC(=O)c1ccc(C(C)(C)C)cc1)C(=O)Nc1cccc(S(N)(=O)=O)c1 (centres undefined) | -21.4 | 8.1
Cc1ccc(C(C(=O)NCCc2ccccc2)N(C(=O)c2csnn2)C2CC2)cc1 (centres undefined) | -95.4 | 14.2
OC12CCCCC1C(c1ccc3c(c1)OCO3)N(Cc1ccccc1F)CC2 (centres undefined) | -24.1 | 11.3
O=C(NCc1ccc2c(c1)OCO2)c1cc2c(s1)CS(=O)(=O)C2 | -1.0 | 8.2
Cc1ccc(C(=O)N/C(=C\c2cccs2)c2nc3ccccc3[nH]2)cc1 | -32.4 | 27.6
COc1ccc(/C=C/C(=O)OC2CCCCC2CN(C)C)cc1 (centres undefined) | -15.2 | 15.6
CC1CCN(S(=O)(=O)c2ccc(NC(=O)C3CC(=O)N(c4ccccc4)C3)cc2)CC1 (centres undefined) | -1.8 | 25.5
CCn1cc(C(=O)NCc2cccc(C(F)(F)F)c2)c(=O)c2ccc(C)nc21 | -15.0 | 2.4
Cc1ccc(NC(=O)COC(=O)c2ccc(Br)o2)cc1S(=O)(=O)N1CCCCC1 | 0.7 | 6.1
O=C(CNC(=O)c1ccccc1Br)N/N=C\c1cc([N+](=O)[O-])cc(Br)c1O | -0.2 | 52.7*
CCOc1ccccc1N1CCN(C(=O)C(Sc2ccccc2)c2ccccc2)CC1 (centres undefined) | -13.1 | 23.6
COC(=O)C1(C(F)(F)F)C2C=CC(C2)N1S(=O)(=O)c1ccc(C)cc1 (centres undefined) | -9.7 | 10.7
Cc1ccccc1OCCCC(=O)NCc1ccco1 | -15.0 | 11.0
Cn1c(/C=N/NC(=O)c2ccccc2Br)nc2ccccc21 | -14.9 | 7.2
O=C(Nc1ccccc1C(F)(F)F)c1cc(-c2ccco2)on1 | -2.6 | 19.5
CN(CC(=O)NNC(=O)CNC(=O)c1ccccc1Cl)S(=O)(=O)c1ccc(Cl)cc1 | -14.9 | 7.7
COc1ccc(S(=O)(=O)N2CCCC(C(=O)NCCC3=CCCCC3)C2)cc1 (centres undefined) | -24.2 | 4.7
COc1ccccc1OCC(=O)NNC(=O)c1cnccn1 | 3.0 | 10.9
COc1ccc(NC(=O)N2CCC(c3nc(-c4cccs4)no3)CC2)cc1 | -15.0 | 12.5
COc1ccccc1N(O)C1CC(=O)N(c2ccc(F)cc2)C1=O (centres undefined) | -35.0 | 23.1
CN1CCN(S(=O)(=O)c2cc([N+](=O)[O-])ccc2N/N=C/c2ccc(Cl)cc2)CC1 | -1.0 | -2.7
Cc1ccc(C(=O)Nc2nnc(S(=O)(=O)N3CCC(C)CC3)s2)cc1 | -10.2 | 1.5
CC(C)=CCC[C@](C)(O[C@@H]1O[C@H](CO[C@@H]2O[C@H](CO)[C@@H](O)[C@H](O)[C@H]2O)[C@@H](O)[C@H](O)[C@H]1O)C1CC[C@]2(C)C1C(=O)CC1[C@@]3(C)CC[C@H](O[C@H]4O[C@@H](CO)[C@H](O)[C@@H](O)[C@@H]4O)C(C)(C)C3CC[C@]12C (some centres undefined) | 7.3 | 3.2
C=CCn1c(SC(C)C(=O)c2c(N)n(C)c(=O)n(C)c2=O)nnc1-c1ccoc1C (centres undefined) | -1.9 | 6.8
NC(=O)CCc1c[nH]c2ccccc12 | -4.4 | 16.9
CCCS(=O)(=O)n1nc(-c2ccc(Br)cc2)cc1N | -34.7 | 22.1
COc1ccc(/C=N/Nc2nc(N3CCCC3)nc(N3CCCC3)n2)cc1 | -29.0 | 4.2
CCCCC1=CC2=CC(=O)C(C)(OC(=O)C3CCCC3)C(=O)C2=CO1 (centres undefined) | -10.4 | 20.4
CCOc1ccc(CCNS(=O)(=O)c2c(C)n[nH]c2C)cc1OCC | -9.8 | 27.4
COc1ccc(-c2n[nH]c(=S)n2C2CCCCC2)cc1 | -16.1 | 23.0
O=C(OCc1c(-c2ccccc2)ncc2ccccc12)c1ccco1 | -22.9 | 15.2
Cc1ccc(/C=N/c2sc3c(c2C#N)CCC3)o1 | -12.8 | 7.9
COC(=O)c1cc(OC)c(OC)cc1N=CC1=C(O)CC(C)(C)CC1=O | -20.1 | 25.3
CC1CCCC(C)N1CCCNC(=O)C(=O)Nc1ccc2nc3n(c(=O)c2c1)CCCCC3 (centres undefined) | -21.9 | 6.5
COc1ccc(-c2nc(N)n[nH]2)cc1 | -19.8 | -2.6
COc1ccc(NC(=O)C(=O)NNC(=O)c2cccs2)cc1 | -8.8 | 3.7
CN(C(=O)COC(=O)C1=COCCO1)C1(C#N)CCCCC1 | -12.9 | 2.0
Cc1cc(C)c(C(N)=O)c(Nc2cccc(Cl)c2C)n1 | -11.9 | 13.0
COc1ccc(C2=NOC(C(=O)Nc3ccc(C(C)=O)cc3)C2)cc1OC (centres undefined) | -14.3 | 4.9
CC1C(=O)N2CCCc3cc(NS(C)(=O)=O)cc1c32 (centres undefined) | -10.0 | -0.1
COc1cccc(-c2csc(N3CCN(CC(=O)NNC(=O)c4ccco4)CC3)n2)c1 | -18.5 | 8.3
CC(C)CNC(=S)N1CCC(NC(=O)c2ccco2)CC1 | -27.8 | 22.6
COc1ccc(OC(=O)COc2ccc(C)cc2)cc1 | -5.8 | 11.7
Cc1ccc(Nc2nc(N/N=C\c3ccc4c(c3)OCO4)nc(N3CCOCC3)n2)cc1 | -23.2 | 11.3
O=C(COC(=O)COc1cccc(C(F)(F)F)c1)Nc1ccc(N2CCOCC2)cc1 | -3.3 | 4.3
C=CCNC(=S)/C(=C(/[O-])c1ccccc1Br)[n+]1ccccc1 | -12.5 | 15.0

Source: PubChem
